PGC1a acetyl inh: lowers PGC1a acetylation signal in U2OS cells | AlphaScreen anti-acetyl-lysine; with virally co-expressed GCN5 acetyltransferase | inhibition, % at 15.6 µM | hit rate 0.17% among 350,000 | AID 651687;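 active = every replicate shows inhibition of at least 40%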;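 also: 0% = neutral control wells and 100% = positive control wells; some results beyond the cut were filed as inactive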
miR122 inh: blocks miR-122 activity in Huh7 sensor cells; Huh7 miR-122 Renilla luciferase sensor, 48 h; neutral wells = 0, positive control = 100; activation (reporter increase), % at 12.5 µM; hit rate 0.3% among 340,000; AID 602342;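 active = mean replicate activation score at least 90 and every replicate individually at or above 90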;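 also: higher luciferase means less miR-122 activity so hits act as miR-122 inhibitors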
The depositor's hits bear a star. These rows are one share of the data; count on the stated rates, not on these rows.

SMILES | PGC1a acetyl inh | miR122 inh
O=C(CN(c1ccc(Cl)c(Cl)c1)S(=O)(=O)c1ccccc1)N1CCc2ccccc2C1 | -30 | 59
N#Cc1c(-c2ccc(Cl)cc2)n(O)c2ccccc12 | 36 | 24
CCc1ccc(NC(=O)CSc2nnc(SCC(=O)Nc3ccc(CC)cc3)n2N)cc1 | -3 | 3
CC1Cc2ccccc2N1C(=O)CSc1nnc2sc3ccccc3n12 (centres undefined) | -2 | -6
COc1ccccc1NS(=O)(=O)c1cccc(C(=O)OCC(=O)Nc2cc(C)on2)c1 | 1 | -2
N#CC(c1ccccc1)c1ccc(C(=O)c2ccc(F)cc2)cc1 (centres undefined) | 17 | 2
CC1CCC(C(C)C)C(OCC(O)CN2CCN(Cc3ccccc3)CC2)C1 (centres undefined) | 4 | -3
O=C(Nc1ccccc1Oc1ccccc1)c1ccc(Br)o1 | -3 | 6
CCNC(=O)c1c(NC(C)=O)sc2c1CCCC2 | -6 | 2
O=C(Nc1ccc(Cl)c(S(=O)(=O)N2CCOCC2)c1)c1ccc(OCC2CCCO2)cc1 (centres undefined) | 16 | -2
Oc1c(CN2CCN(c3ccccn3)CC2)cc(Cl)c2cccnc12 | 14 | -19
CC(C)Sc1nc(N)nc(-c2cccs2)c1C#N | -17 | 7
CCn1nc(C(=O)N[C@@H](CCSC)c2nc3ccccc3[nH]2)c2ccccc2c1=O | -8 | 9
Cc1cc(C2(c3ccc(O)c(C)c3)C(=O)Nc3ccccc32)ccc1O | 7 | -2
Cc1ccc(-c2cc(-c3cccs3)[nH]n2)c(O)c1 | -13 | 16
CCN(CC)C(c1ccc(F)cc1)c1nnnn1CC1CCCO1 (centres undefined) | -18 | 0
S=C(NCCC(c1ccccc1)c1ccccc1)Nc1cccc(Cl)c1 | 3 | 44
CCOC(=O)c1c(C)oc2c1cc(O)c1ccccc12 | -3 | 4
CCOC(=O)C1=C(CSc2nc3c(cc2C#N)CN(C)CC3)OC(N)=C(C#N)C1c1ccc(F)cc1 (centres undefined) | -46 | 2
O=C(/C=C/c1ccccc1)NCCSCc1ccccc1Cl | 2 | -4

Single entries from above.
Result for Oc1c(CN2CCN(c3ccccn3)CC2)cc(Cl)c2cccnc12 under miR122 inh: -19
Result for Cc1ccc(-c2cc(-c3cccs3)[nH]n2)c(O)c1 under miR122 inh: 16
Result for COc1ccccc1NS(=O)(=O)c1cccc(C(=O)OCC(=O)Nc2cc(C)on2)c1 under miR122 inh: -2
Result for CC1Cc2ccccc2N1C(=O)CSc1nnc2sc3ccccc3n12 (centres undefined) under PGC1a acetyl inh: -2

Single records, from the list above.
Results for CCNC(=O)c1c(NC(C)=O)sc2c1CCCC2 : PGC1a acetyl inh = -6; miR122 inh = 2
Results for CC1Cc2ccccc2N1C(=O)CSc1nnc2sc3ccccc3n12 (centres undefined) : PGC1a acetyl inh = -2; miR122 inh = -6
Results for N#CC(c1ccccc1)c1ccc(C(=O)c2ccc(F)cc2)cc1 (centres undefined) : PGC1a acetyl inh = 17; miR122 inh = 2

(more compounds)
SMILES | PGC1a acetyl inh | miR122 inh
O=Cc1cc2ccccc2nc1SCc1ccc(Cl)cc1 | -6 | -2
Cc1ccc(SC(c2ccc(C)cc2)C(Cn2cncn2)C(=O)c2ccccc2)cc1 (centres undefined) | 2 | -5
CSc1nnc(-c2sc3cc(C(F)(F)F)cnc3c2-c2cccnc2)n1C | 13 | 0
CC(C)CC(=O)Nc1cccc(-c2csc(-c3ccccc3)n2)c1 | -10 | 4
Cc1cc(=O)n2[nH]c(C)c(-c3ccccc3)c2n1 | 13 | -4
CN1CCN(S(=O)(=O)c2ccc(NC(=O)c3cccc(S(=O)(=O)N4CCCC4)c3)cc2)CC1 | -18 | 0
Cc1ccc(CNC(=O)CN(C)S(=O)(=O)c2cccc3nsnc23)cc1 | 9 | -11
COc1ccc(-c2oc(/N=C/N3CCCC3)c(C#N)c2-c2ccc(OC)cc2)cc1 | 13 | -4
Cc1cc(C)c2c(n1)sc1c(=O)n(Cc3ccccc3Cl)nnc12 | 35 | -1
NC(=S)N/N=C/c1ccc(-c2cccc([N+](=O)[O-])c2)o1 | -6 | -4
CC(C)CC(=O)Nc1cccc2c1C(=O)N(c1ccccc1)C2=O | 3 | -3
CCN1CCN(c2ccc([N+](=O)[O-])cc2C(=O)c2ccc(Cl)cc2)CC1 | -13 | 3
COc1cccc(NC(=O)c2ccc3snnc3c2)c1 | -5 | -4
O=c1c(/C=C(\O)c2ccccc2)nc2ccccc2n1-c1ccccc1 | 6 | -1
COc1cc2c(cc1OC)CN(CC(=O)Nc1ccc3c(c1)OCO3)CC2 | 9 | -7
Cc1nc([N+](=O)[O-])c(Br)n1CC(=O)c1ccccc1 | -8 | 0
Cc1c(N2C(=O)c3cccc4cccc(c34)C2=O)c(=O)n(-c2ccccc2)n1C | -4 | -4
Cc1ccc(SCC(=O)Nc2cccnc2)cc1 | -1 | -4
C=CCc1cccc2cc(C(=O)NC3CCCCC3)c(=O)oc12 | 8 | -1
O=C(c1ccccc1)N1CCN(C(=O)c2cc3ccccc3o2)CC1 | 17 | -4
Cc1ccc(OCC(=O)NCCN2CCOCC2)cc1C | 10 | 4
CCOc1ccc(S(=O)(=O)n2ccc(C)n2)c2ccccc12 | -13 | 12
Cc1cccc(NC(=S)c2nc3ccccc3s2)c1 | -3 | 17
CCCn1c(SCC(=O)Nc2cc(Cl)ccc2OC)n[nH]c1=O | -2 | -6
Clc1ccccc1-c1nc(N/N=C/c2cccnc2)c2ccccc2n1 | -11 | 1
NNC(=O)Cn1c(SCc2ccccc2)nc2ccccc21 | -6 | -1
O=c1[nH]ncc2c3ccccc3n(Cc3ccc(F)cc3)c12 | 5 | -1
Cc1cc(C(=O)CSc2nc(N)cc(=O)[nH]2)c(C)n1CCc1ccc(Cl)cc1 | -10 | -9
COC(=O)CC1C(=O)NCCN1C(=O)Nc1ccc(Cl)cc1 (centres undefined) | -5 | -2
Cc1ccc2nc(SCCC(=O)O)cc(C)c2c1 | 0 | 1
CO/N=C(/CNC(=O)c1cccc(Cl)c1)c1ccc(Cl)cc1 | -9 | 12
Cc1ccc(/C=C/c2ccc(=O)n(Cc3ccccc3Cl)n2)cc1 | -9 | 32
CCCCS/C(N)=N/N=C/c1ccccc1O | -4 | -6
COC(=O)c1cc(CSc2nc3ccccc3[nH]2)oc1C | -8 | -4
CCOc1ccc(OCCSc2nc3ccccc3o2)cc1 | -2 | 5
O=C(COC(=O)c1cc(-c2ccc(Cl)s2)nc2ccccc12)NCc1ccco1 | 9 | -3
CN1C(=O)NC(NC(=O)C2CCCCC2)(C(F)(F)F)C1=O (centres undefined) | -2 | -1
CCOC(=O)c1c2ccc(OCC(=O)N/N=C/c3ccc(C)cc3)cc2n2ccccc12 | 10 | 1
Cc1csc(-c2cnn(-c3ccccc3)c2NC(=O)c2cccc(F)c2)n1 | -10 | 1
CCOC(=O)C1CCCc2c1[nH]c1c(C(N)=O)cccc21 (centres undefined) | -1 | -1
N#CC(c1ccccc1)c1ccc2c(C(F)(F)F)cc(C(F)(F)F)nc2n1 (centres undefined) | 4 | 7
Nc1nc(-c2ccco2)c(-c2ccco2)s1 | 26 | -3
C=CCn1c(SCc2nc(N)nc(N(C)C)n2)nnc1-c1cccnc1 | 4 | 4
CCN(CCO)Cc1csc2cccc(Br)c12 | 11 | 8
CCOC(=O)C1=C(C)Nc2sc(C(=O)c3ccc(Br)cc3)c(N)c2C1c1ccc(C(=O)OC)cc1 (centres undefined) | -21 | 2
CCOc1ccccc1Oc1c(C)oc2c(CN3CCN(CCO)CC3)c(O)ccc2c1=O | 10 | -7
Cc1nnc(C)n1/N=C/c1ccccn1 | 7 | -9
c1ccc(Sc2cnc3ccccc3n2)cc1 | -2 | -4
COc1ccc(N2CCN(c3ncnc4c3[nH]c3ccccc34)CC2)cc1 | -3 | 2
COc1ccc(OC)c(Nc2nc(-c3ccc(O)c(O)c3)cs2)c1 | 21 | -3
COc1ccc(CC(=O)N2CC(C)CC(C)C2)cc1OC (centres undefined) | -1 | -5
COc1ccc(Nc2oc(-c3cccs3)nc2C#N)cc1 | -14 | 2
O=C(Cc1ccc(-n2cccc2)cc1)NCc1cccs1 | -58 | 29
Cc1occc1C(=O)Nc1nn[nH]n1 | -1 | -6
O=C(NCCO)c1c(O)c2cccc3c2n(c1=O)CC3 | 8 | -5
Brc1ccc(-c2nnc(-c3cccc(Br)c3)o2)cc1 | -1 | 0
Cc1cccc(NC(=O)c2sc3nc4c(c(-c5cccs5)c3c2N)CN(C)CC4)c1 | 10 | 3
C(=C\c1ccccc1)/C=N/N1CCN(c2ccccn2)CC1 | 3 | -8
COc1cc(C2Nc3ccccc3C(=O)N2c2ccc3c(c2)OCCO3)ccc1OCC(C)C (centres undefined) | 0 | 1
Cc1cccn2c(=O)c3cc(C#N)c(=NC(=O)c4ccncc4)n(CCCOC(C)C)c3nc12 | -1 | -5

Four compounds from above, arranged by the number in miR122 inh, smallest number first.
SMILES | PGC1a acetyl inh | miR122 inh
C(=C\c1ccccc1)/C=N/N1CCN(c2ccccn2)CC1 | 3 | -8
COc1ccc(OC)c(Nc2nc(-c3ccc(O)c(O)c3)cs2)c1 | 21 | -3
COC(=O)CC1C(=O)NCCN1C(=O)Nc1ccc(Cl)cc1 (centres undefined) | -5 | -2
CCN1CCN(c2ccc([N+](=O)[O-])cc2C(=O)c2ccc(Cl)cc2)CC1 | -13 | 3

Five consecutive compounds already listed:
SMILES | PGC1a acetyl inh | miR122 inh
Brc1ccc(-c2nnc(-c3cccc(Br)c3)o2)cc1 | -1 | 0
Cc1cccc(NC(=O)c2sc3nc4c(c(-c5cccs5)c3c2N)CN(C)CC4)c1 | 10 | 3
C(=C\c1ccccc1)/C=N/N1CCN(c2ccccn2)CC1 | 3 | -8
COc1cc(C2Nc3ccccc3C(=O)N2c2ccc3c(c2)OCCO3)ccc1OCC(C)C (centres undefined) | 0 | 1
Cc1cccn2c(=O)c3cc(C#N)c(=NC(=O)c4ccncc4)n(CCCOC(C)C)c3nc12 | -1 | -5

Next section:
SMILES | PGC1a acetyl inh | miR122 inh
S=c1[nH]nc(-c2cc3c(s2)-c2ccccc2CC3)o1 | -1 | 18
Cc1cc(NC(=O)C2CCCCC2)nc2c1c(=O)oc1ccccc12 | -13 | -6
O=C(CN1CCN(c2ccc(F)cc2)CC1)c1ccc2c(c1)OCO2 | -1 | -1
CCC(C)NC(=S)NNC(=O)c1ccc(C(C)(C)C)cc1 (centres undefined) | 7 | 3
CCSc1ncc(/C=N/Nc2ccc([N+](=O)[O-])cc2)n1C | -10 | -6
COc1ccc2c(c1)-c1nc(NC(=O)c3cccs3)sc1CC2 | -40 | 4
CN1CCN(c2ncccc2S(=O)(=O)N2CCCCC2)CC1 | -8 | -3
COc1ccc(S(=O)(=O)NC(CC(=O)NCc2ccco2)C(C)C)cc1 (centres undefined) | 15 | -1
COc1cc(C(N)=O)cc(Br)c1OC | -1 | -6
Cc1nc(SCC(=O)Nc2ccc(F)cc2)c(C#N)c(C)c1CC(=O)c1ccc(Br)cc1 | -1 | 2
CCN1CCN(c2nc3c(C)cccn3c(=O)c2/C=C(\C#N)S(=O)(=O)c2ccccc2)CC1 | 3 | -7
O=C(CN(Cc1ccco1)C(=O)CNS(=O)(=O)c1ccccc1)NC1CCCCC1 | -3 | -8
Cc1csc(NC(=O)c2cccc(C)c2C)n1 | -7 | -3
CCOC(=O)Cc1csc(NC(=O)NC2(C(F)(F)F)Oc3ccc(Cl)cc3O2)n1 (centres undefined) | 5 | -6
O=[N+]([O-])/C=C/c1cn(Cc2ccccc2)c2ccccc12 | 11 | 4
O=C(Oc1ccc(-c2cnc3ccccc3n2)cc1)c1cccc([N+](=O)[O-])c1 | -3 | -9
Cc1nn(-c2ccccc2)c(C)c1/C=N/NC(=O)c1cc(C2CC2)[nH]n1 | 5 | -4
O=C(NC1C(=O)NNC1c1ccccc1)c1ccccc1 (centres undefined) | -1 | -9
Cc1nc(-c2cnn(-c3ccccc3)c2)c2cc(C)oc2n1 | -11 | -1
COc1cccc(-c2nnc(SCC(=O)NCc3ccc4c(c3)OCO4)n2Cc2ccco2)c1 | -34 | -5
